Screening results from PubChem BioAssay.
SENP8 inh – SENP8 (human) protease inhibition | hit rate 0.64% among 360,000 | recombinant SENP8, Nedd8 substrate fluorescence | Q96LD8 | inhibition, % at 20 µM; in the data active means inhibition mostly above about 40%, no sharp cut-off; inactive means mostly below about 27%
SENP6 block – SENP6 protease inhibition; Recombinant SENP6 catalytic domain, aminoluciferin luminescence; AID 2599; hit rate 1.8% among 330,000; Q9GZR1; inhibition, % at 10 µM;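 active means inhibition above about 50% at the single tested dose, limit read from the data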;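 further: plate controls were DMSO wells with enzyme for no effect and DMSO wells lacking enzyme for full effect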
Target sequence (Q9GZR1 628-1112 limits assumed): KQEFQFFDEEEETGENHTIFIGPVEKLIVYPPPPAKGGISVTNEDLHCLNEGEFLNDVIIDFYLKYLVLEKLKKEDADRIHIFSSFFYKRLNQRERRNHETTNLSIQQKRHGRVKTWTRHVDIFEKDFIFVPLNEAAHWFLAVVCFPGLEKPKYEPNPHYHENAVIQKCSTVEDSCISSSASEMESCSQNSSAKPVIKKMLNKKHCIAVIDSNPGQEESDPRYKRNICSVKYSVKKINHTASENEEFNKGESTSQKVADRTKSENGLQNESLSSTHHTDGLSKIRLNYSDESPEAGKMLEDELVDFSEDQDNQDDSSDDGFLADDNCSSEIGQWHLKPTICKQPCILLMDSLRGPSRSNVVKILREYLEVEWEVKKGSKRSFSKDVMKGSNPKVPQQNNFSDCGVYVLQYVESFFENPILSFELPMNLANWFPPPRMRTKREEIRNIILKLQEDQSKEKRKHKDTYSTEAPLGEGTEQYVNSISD
HKDC1 inhibitor – inhibitors of human hexokinase HKDC1; recombinant HKDC1, G6PDH/diaphorase resazurin coupled fluorescence; hit rate 0.16% among 340,000; inhibition, % at 20 µM; AID 493160;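 active means inhibition above about 35% when tested at 20 µM, limit read from the data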;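 further: plate controls were DMSO wells with enzyme for no effect and DMSO wells lacking enzyme for full effect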
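Test system: recombinant HKDC1 (HK5) hexokinase enzyme, produced in-house; Amount: enzyme 5 µg/mL final; Buffer or medium: Tris pH 8.0 buffer with MgCl2, Tween-20, BSA, BME; Reagent: glucose and ATP substrates; Doses: 20 µM test compound, 1% DMSO; Incubation: 90 min reaction incubation at room temperature, dark; Detection: resorufin fluorescence at 613 nm.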
SENP7 inh – SENP7 protease inhibition; inhibition, % at 5 µM; Q9BQF6; recombinant SENP7, Z-RLRGG-aminoluciferin luminescence, 40 min; hit rate 1.5% among 330,000;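 active means inhibition above about 50% at the single test dose, limit read from the data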;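 further: plate controls were DMSO with enzyme for no effect and no enzyme buffer wells for full effect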
Target sequence (Q9BQF6 706-1050 limits assumed): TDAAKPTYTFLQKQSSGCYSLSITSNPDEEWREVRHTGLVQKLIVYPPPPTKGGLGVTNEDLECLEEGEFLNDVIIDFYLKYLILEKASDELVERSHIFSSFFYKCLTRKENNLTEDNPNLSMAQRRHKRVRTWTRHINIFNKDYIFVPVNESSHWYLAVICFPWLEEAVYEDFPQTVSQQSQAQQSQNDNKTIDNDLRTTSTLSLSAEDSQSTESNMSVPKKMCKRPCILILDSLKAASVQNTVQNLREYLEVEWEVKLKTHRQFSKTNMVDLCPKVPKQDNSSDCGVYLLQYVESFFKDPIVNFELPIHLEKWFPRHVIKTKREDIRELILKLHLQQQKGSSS
MPTP block – blocks calcium-induced mitochondrial swelling; AID 602449; hit rate 1.4% among 360,000; inhibition, % at 10 µM; isolated mouse mitochondria, Ca2+ swelling absorbance, 30 min;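 active means inhibition of 50% or more, scaled per plate between neutral and stimulator controls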;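 further: 0% = DMSO wells given calcium and 100% = 1 mM EGTA wells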
GRIN3A LBD mod – modulators (binders) of human NR3A ligand-binding domain; NR3A LBD differential scanning fluorimetry, Tm shift; 0% = protein alone, 100% = glycine-bound protein; Tm shift relative to glycine control, % at 25 µM; hit rate 2.5% among 340,000; AID 1259313;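 active means melting temperature shift of at least 10% of the positive control shift, at one fixed dose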
PfG6PD inh – PfG6PD (Plasmodium falciparum) enzyme inhibition | inhibition, % at 20 µM | AID 504690 | hit rate 0.78% among 350,000 | PfGluPho enzyme, NADPH resazurin-diaphorase fluorescence;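 active means inhibition reaching at least a set limit at 20 µM in the primary screen, cut at about 59% in these data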;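 further: 0% = DMSO wells with substrate and 100% = DMSO wells lacking glucose-6-phosphate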
ATG4B inh – blocks human ATG4B protease cleavage of LC3 substrate; Q9Y4P1; ATG4B cleavage of LC3-PLA2, NBD-HPC fluorescence, 1 h; inhibition, % at 8.33 µM; hit rate 0.51% among 340,000; AID 504462; in the data active means inhibition above about 40%
* = called active by the depositor; · = not tested or not shown.

Start of the listing, in advance (3 entries):
Every second line gives: SENP8 inh	SENP6 block	HKDC1 inhibitor	SENP7 inh	MPTP block	GRIN3A LBD mod	PfG6PD inh	ATG4B inh
- CCCCNc1cc(=O)n(C)c(=O)n1C
    18	-11	-2	-6	-2.3	-1	-11	-6
- C=CCc1c(NCCO)nc(C)[nH]c1=O
    4	-12	-9	-4	-0.4	-2	-9	7
- CCC(=O)N1CCN(c2ccnc3cc(Cl)ccc23)CC1
    -23	-2	-2	5	1.9	0	20	-1

The listing, from the first entry:
Every second line gives: SENP8 inh	SENP6 block	HKDC1 inhibitor	SENP7 inh	MPTP block	GRIN3A LBD mod	PfG6PD inh	ATG4B inh
- CCCCNc1cc(=O)n(C)c(=O)n1C
    18	-11	-2	-6	-2.3	-1	-11	-6
- C=CCc1c(NCCO)nc(C)[nH]c1=O
    4	-12	-9	-4	-0.4	-2	-9	7
- CCC(=O)N1CCN(c2ccnc3cc(Cl)ccc23)CC1
    -23	-2	-2	5	1.9	0	20	-1
- O=C(O)C1=C(OCc2ccc(F)c(F)c2)C(=O)NCC1
    8	4	2	6	-0.9	-1	-15	1
- CC(=O)Nc1ccc(SCC(=O)Nc2oc(C)c3c(C)n[nH]c(=O)c23)cc1
    0	6	-2	4	-1.4	2	14	8
- Cn1cc(C(=O)c2ccc(Cl)cc2Cl)cc1C(=O)O
    15	1	-4	-2	-0.6	0	-1	1
- C=CCNC(=O)c1onc(CSc2ccc(OC)cc2)c1C(=O)O
    7	·	-2	·	1.0	-2	4	2
- COc1ccc(C(=O)Nc2cc3c4c(c2)C(C)C(=O)N4CCC3)cc1OC (stereo unspecified)
    5	0	-5	-6	-1.8	0	7	-5
- O=C(O)C1C(c2ccccc2)C(C(=O)Oc2ccc(O)cc2)C1c1ccccc1 (stereo unspecified)
    5	8	-1	-2	3.5	-2	-34	-2
- CN(C)C(CNC(=O)c1ccco1)c1cccs1 (stereo unspecified)
    8	2	-6	-2	-2.3	-1	6	0
- Cc1cccc(N2CCN(C(=O)c3cccc(S(=O)(=O)N4CCOCC4)c3)CC2)c1C
    18	-8	-1	-7	-2.5	2	-1	-5
- CCCC1CCC(c2nc(-c3cccnc3)no2)CC1 (stereo unspecified)
    3	2	5	-1	5.7	0	2	-1
- O=C(NCc1cccs1)C1CC(=O)N(c2ccccc2)C1 (stereo unspecified)
    0	-1	-1	4	-1.4	-1	-16	3
- CNC(=S)NNC(=O)c1ccc(C(C)(C)C)cc1
    6	-17	-4	4	1.7	-1	2	3
- Cc1ccc(N2C(=O)C(NC(=O)c3ccccc3F)(C(F)(F)F)C3=C2CC(C)(C)CC3=O)cc1 (stereo unspecified)
    16	-5	-3	4	-0.8	-3	9	-8

In a second layout: 2 of the compounds above
> Cn1cc(C(=O)c2ccc(Cl)cc2Cl)cc1C(=O)O
  SENP8 inh: 15
  SENP6 block: 1
  HKDC1 inhibitor: -4
  SENP7 inh: -2
  MPTP block: -0.6
  GRIN3A LBD mod: 0
  PfG6PD inh: -1
  ATG4B inh: 1

> CNC(=S)NNC(=O)c1ccc(C(C)(C)C)cc1
  SENP8 inh: 6
  SENP6 block: -17
  HKDC1 inhibitor: -4
  SENP7 inh: 4
  MPTP block: 1.7
  GRIN3A LBD mod: -1
  PfG6PD inh: 2
  ATG4B inh: 3

Further compounds follow.
Every second line gives: SENP8 inh	SENP6 block	HKDC1 inhibitor	SENP7 inh	MPTP block	GRIN3A LBD mod	PfG6PD inh	ATG4B inh
- N#Cc1ccccc1OCC(=O)NC(=O)NC1CCS(=O)(=O)C1 (stereo unspecified)
    -88	1	-9	6	-0.9	1	8	-5
- COc1ccccc1NC(=O)CSc1nnnn1-c1ccc(C(=O)O)cc1
    8	-22	0	12	-0.7	-2	2	4
- CC1CCc2nc(NC(=O)C3CCCO3)sc2C1 (stereo unspecified)
    11	14	24	5	-1.3	-1	21	10
- O=C1CC(c2cc3c(cc2Br)OCO3)C2=C(CCCC2=O)N1 (stereo unspecified)
    12	-4	-7	-2	-5.0	2	4	-4
- O=C(CCCOc1ccc(Br)cc1)Nc1ccc(S(=O)(=O)N2CCOCC2)cc1
    4	2	-1	1	1.1	·	18	-6
- O=C(O)c1ccccc1S(=O)(=O)Cc1ccccc1
    10	7	-4	8	0.0	-2	3	6
- CCOc1cc(OCC)cc(C(=O)NCc2ccco2)c1
    1	-4	-3	-11	0.3	1	-16	2
- CCCN(C(=O)c1ccco1)c1nnc(-c2ccccc2C)s1
    -2	8	5	-6	0.2	0	-3	30
- O=C(CN1C(=O)NC2(CCCC2)C1=O)Nc1cc(S(=O)(=O)N2CCCCC2)ccc1Cl
    -7	4	-3	-4	-1.5	3	18	-5
- CC1=NN(c2ccc(S(=O)(=O)O)cc2Cl)C(=O)C1
    76*	9	-1	5	-0.7	0	5	9
- CN1c2ccccc2C(C)(C)[C@]12C=Cc1cc(O)ccc1O2
    6	-138	18	5	4.5	-3	17	8
- COc1ccccc1C(=O)N1[C@@H](C(C)C)COc2cc(Br)ccc2S1(=O)=O
    8	·	3	·	-0.6	0	12	·
- O=C(COC(=O)c1cccc2ccccc12)NCC1CCCO1 (stereo unspecified)
    -116	11	18	-2	-0.3	0	-15	-4
- Cc1cc(C)c(C#N)c(N2CCN(c3ccc(F)cc3)CC2)n1
    -4	0	4	-7	0.1	0	-6	0
- COc1ccc(C(=O)Oc2cccc(/C=N/NC(N)=S)c2)cc1
    0	13	-4	7	-0.1	-1	18	-21

Carrying on.
Every second line gives: SENP8 inh	SENP6 block	HKDC1 inhibitor	SENP7 inh	MPTP block	GRIN3A LBD mod	PfG6PD inh	ATG4B inh
- Cc1ccc(C(=O)NCCCn2ccnc2)cc1C
    16	-13	0	7	-0.7	-1	9	1
- CCC1C(=O)Nc2ccccc2N1C(=O)c1ccc(Cl)nc1 (stereo unspecified)
    18	-1	-13	3	0.7	2	-8	-6
- CCOC(=O)C(NCc1ccc(OC)cc1)(NC(C)=O)C(F)(F)F (stereo unspecified)
    11	10	-13	-1	-0.2	-1	22	7
- CCNc1ccc(S(=O)(=O)N(C)C)cc1NCC(=O)Nc1ccccc1Br
    -6	-4	-1	2	1.8	-5	8	4
- Cc1cc2ccccc2c(=O)n1CC(=O)NCC(=O)N1CCCC(C)C1 (stereo unspecified)
    -73	4	-5	-13	-1.5	1	0	4
- C[C@H](NC(=O)c1[nH]cnc1C(=O)Nc1ccccc1)C(=O)OC(C)(C)C
    9	-31	1	2	-1.3	-16	7	-13
- Cc1n[nH]c(=S)n1-c1cccc(Cl)c1
    2	13	-8	-1	0.2	-1	27	-9
- Cc1cc(C)c2c(c1)/C(=N/NS(=O)(=O)c1ccc(Br)cc1)CCC2
    19	-14	-4	-1	1.7	6	-15	-10
- COc1ccccc1/C=C/C=C1N=C(/C=C/c2ccc(Cl)cc2)OC/1=O
    20	-7	-1	4	0.7	-1	-3	2
- COc1ccc(CCN2CCCC(CN(C)C(=O)c3ccoc3C)C2)cc1 (stereo unspecified)
    -4	-10	-9	-3	-0.2	-1	-1	-13
- CC(=O)NCCc1nc2ccccc2n1CCOc1ccc(C)cc1
    11	-18	-8	-5	0.3	-1	-6	-5
- Cc1c(OC(C)C(=O)NCCCN2CCOCC2)ccc2c3c(c(=O)oc12)CCC3 (stereo unspecified)
    -108	0	-1	0	-0.5	1	8	-2
- CCOc1ccc(Cc2c(Cl)nc(N)nc2Cl)cc1
    -10	-5	-1	4	-0.1	-1	-11	1
- COc1cc(/C=C/C(=O)NC(C)C2CC3CCC2C3)cc(OC)c1OC (stereo unspecified)
    -70	-15	-1	4	-3.0	1	3	-12
- Cn1cc(/C=N/NC(=O)c2cc3cc(Br)ccc3o2)c2ccccc21
    -230	0	-3	-3	1.8	22*	9	-9

Other structures
Compound	SENP8 inh	SENP6 block	HKDC1 inhibitor	SENP7 inh	MPTP block	GRIN3A LBD mod	PfG6PD inh	ATG4B inh
CC(C(=O)c1ccc(-c2ccccc2)cc1)[n+]1cccc(NC(=O)c2ccccc2)c1 (stereo unspecified)	37	-34	-3	1	4.6	0	2	7
O=C(CSc1ncnc2c1cnn2-c1ccc(F)cc1)NCC1CCCO1 (stereo unspecified)	-28	34	-5	7	-0.4	2	13	1
CC(C)C(NS(=O)(=O)c1cccc(C(F)(F)F)c1)C(=O)O (stereo unspecified)	21	18	-5	7	2.1	1	-4	-7
COc1ncccc1-c1nnn(-c2ccc(C)cc2)n1	-12	78*	-3	80*	2.5	0	-9	-2
COc1cccc(/C=N/NC(=O)C(C)Sc2ccccc2)c1 (stereo unspecified)	14	-2	16	3	4.1	-3	19	3
CCOc1ccccc1OCCCCOc1ccccc1F	3	17	4	1	0.9	25*	8	-8
C=CCn1c(SCC(=O)Nc2ccc(F)cc2)nnc1-c1cnccn1	-5	-4	-2	3	-1.7	-2	64*	6
COc1ccc(CNC(=O)C(C)OC(=O)CCN2C(=O)C3CC=CCC3C2=O)cc1 (stereo unspecified)	-3	5	-3	0	-1.3	0	-2	-5
O=C(Nc1ccc(S(=O)(=O)C(F)F)cc1)c1ccc2c(=O)n3c(nc2c1)CCC3	-8	-19	2	-11	1.0	-2	-14	2
O=C(CSc1cn(CCNC(=O)c2cccs2)c2ccccc12)NCc1ccccc1	4	-2	8	-6	0.1	-10	0	-9
CCC1(C)Cc2c(sc3nc(SCC(=O)c4ccccc4)[nH]c(=O)c23)CO1 (stereo unspecified)	10	-6	2	1	3.4	-9	3	-8
Cn1cc(C(=O)c2cccc(Cl)c2)cc1/C=N\O	5	4	-1	-5	-4.0	0	-9	-3
Cc1nn(C(=O)c2cccnc2)c(C)c1C	4	0	-10	-2	1.1	-2	14	-1
O=C(CSc1nnc(NC(=O)C2CC2)s1)Nc1ccc(F)cc1	8	-8	0	0	0.4	14*	-22	-4
COc1ccc(Cc2nnc(SCc3ccc([N+](=O)[O-])cc3)o2)cc1	14	-11	0	-14	-1.4	2	3	3
N#Cc1c(NCc2ccccc2)ccnc1Cl	2	-3	-2	-11	5.5	-2	-13	-2
CCNC(=S)NNC(=O)c1ccc(=O)n(Cc2ccccc2)c1	6	0	5	0	3.2	-1	6	1
CN(CC(=O)Nc1ccc(F)cc1)C(=O)COC(=O)c1ccc(-c2ccccc2)cc1	2	-22	-4	9	0.6	-5	-5	-7
